# Assay outcomes deposited in PubChem by several laboratories.
# GSK3A inh: human GSK-3 alpha kinase inhibition; P49840; ADP-Glo luminescence, 60 min; inhibition, % at 10 µM; actives 0.1% (n = 320,000); AID 2650;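 in the data active = inhibition above about 50%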;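 also: GST-tagged GSK-3 alpha with peptide substrate and 25 µM ATP; 0% = DMSO neutral wells and 100% = GW8510 positive control wells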
# KCNK3 inh: human KCNK3 channel inhibition, primary screen. O14649. CHO-KCNK3 thallium flux, FluxOR fluorescence; active compounds read low. B-score at 10 µM. actives 0.84% (n = 340,000);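 active = B-score under library mean minus 4 SD, starting fluorescence ratio at most library mean plus 5 SD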;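 also: more negative B-score means stronger inhibition of thallium flux through KCNK3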
# PolyA inhibitor: inhibitors of polyadenylation in S. cerevisiae. actives 0.02% (n = 300,000). S. cerevisiae SKY197-pL101 polyadenylation reporter, beta-gal luminescence; efflux-impaired pdr1/pdr3 knockout yeast; score 100 = 6 SD above DMSO. AID 1875. calls only at 12 µM;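 active = lowest replicate activity score at least 50, where 100 means six control SD above control mean; inconclusive = lowest score under 50 but half or more replicates reach 50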;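 also: yeast exposed to compound for 9 h at 30 °C; higher score means more reporter readthrough which indicates perturbed polyadenylation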
# hERG protect: hERG (human) protection from proarrhythmic block; actives 0.51% (n = 310,000); activation (rescue from dofetilide block), less the hit threshold, % at 10 µM; CHO-hERG, FluxOR thallium flux, dofetilide IC70 present; AID 1511;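 active = activation above the mean of controls blocked by dofetilide plus 5 SD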;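 also: thallium influx through hERG after potassium depolarization seen as dye fluorescence rise; in these data hits start at about 4.7%; inactives centre near -7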
# Target sequence (Q12809 whole entry, looked up): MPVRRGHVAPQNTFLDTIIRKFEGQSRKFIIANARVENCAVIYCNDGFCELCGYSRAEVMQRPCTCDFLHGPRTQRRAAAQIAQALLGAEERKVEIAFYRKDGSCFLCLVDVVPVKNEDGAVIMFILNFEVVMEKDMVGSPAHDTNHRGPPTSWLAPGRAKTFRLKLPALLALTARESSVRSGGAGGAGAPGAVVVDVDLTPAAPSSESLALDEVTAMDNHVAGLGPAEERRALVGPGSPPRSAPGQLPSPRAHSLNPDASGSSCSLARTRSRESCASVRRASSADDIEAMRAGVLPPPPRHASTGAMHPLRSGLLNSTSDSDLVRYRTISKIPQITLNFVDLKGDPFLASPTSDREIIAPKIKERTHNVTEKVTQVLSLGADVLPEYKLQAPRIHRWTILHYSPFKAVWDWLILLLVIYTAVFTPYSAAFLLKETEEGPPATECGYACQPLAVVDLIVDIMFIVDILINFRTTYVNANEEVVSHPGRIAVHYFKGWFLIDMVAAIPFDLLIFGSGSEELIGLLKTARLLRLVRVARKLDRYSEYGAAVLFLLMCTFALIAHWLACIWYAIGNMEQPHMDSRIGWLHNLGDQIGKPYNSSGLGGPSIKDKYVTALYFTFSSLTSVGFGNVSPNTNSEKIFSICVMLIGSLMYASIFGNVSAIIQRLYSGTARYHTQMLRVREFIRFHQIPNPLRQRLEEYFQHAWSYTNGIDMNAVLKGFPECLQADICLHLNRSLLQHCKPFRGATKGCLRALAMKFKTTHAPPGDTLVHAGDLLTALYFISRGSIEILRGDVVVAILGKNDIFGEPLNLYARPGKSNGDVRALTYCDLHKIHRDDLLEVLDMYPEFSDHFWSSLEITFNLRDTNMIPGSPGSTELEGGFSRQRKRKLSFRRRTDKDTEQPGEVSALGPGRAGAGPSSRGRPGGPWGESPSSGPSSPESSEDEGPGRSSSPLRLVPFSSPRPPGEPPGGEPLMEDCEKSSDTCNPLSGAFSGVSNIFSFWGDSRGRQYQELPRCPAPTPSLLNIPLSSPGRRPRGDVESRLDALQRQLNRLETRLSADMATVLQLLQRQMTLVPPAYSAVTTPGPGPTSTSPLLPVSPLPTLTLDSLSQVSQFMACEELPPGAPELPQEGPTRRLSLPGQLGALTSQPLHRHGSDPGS
# DYRK1A inh: blocks rat Dyrk1A kinase activity. inhibition, % at 12.5 µM. ADP-Glo luminescence, NFATc1 peptide. actives 0.43% (n = 310,000). Q63470; in the data active = inhibition above about 50%;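 also: plate controls were vehicle with enzyme for no effect and no enzyme for full effect; many of its hits are not listed in these tables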
# KCNQ1 act: human KCNQ1 channel potentiation or activation; B-score at 10 µM; P51787; AID 2648; CHO-K1 KCNQ1, thallium flux FluxOR fluorescence; active compounds read high; actives 0.35% (n = 310,000);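 active = fluorescence ratio B-score, a plate-corrected score, at least three library SD, with initial intensity B-score within 5 SD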
#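 Assay system: CHO-K1 cells stably expressing KCNQ1. Medium: assay buffer for compound exposure, DMSO matched across wells. Timing: 37 °C overnight plating, 90-min dark dye load, 20-min compound pretreatment. Signal: kinetic FluxOR fluorescence, 10 s baseline plus 110 s post-stimulus.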
# GSK3beta inhib: blocks human GSK3beta kinase activity. activity score (negative = inhibition), % at 10 µM. actives 0.038% (n = 300,000). GST-GSK3beta kinase, ADP-Glo luminescence, 60 min; active compounds read low. P49841;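 active = more than half of replicate wells score below -50%, meaning over 50% inhibition versus plate controls; inconclusive = some replicates but at most half score below -50%; inactive = no replicate scores below -50%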;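 also: 0% = median DMSO wells and -100% = median GW8510 positive control wells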
#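 Assay system: GST-tagged human GSK3beta kinase, cell-free; Input: 1.6 ng GSK3beta; Medium: Tris/MgCl2 kinase buffer; Timing: 60 min enzyme reaction, room temperature; Signal: ADP-Glo luminescence quantifying ADP generated by kinase; Evaluation: score relative to plate controls; Benchmarks: DMSO neutral wells and GW8510 at 20 µM as positive.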
# KCNQ1 inh: human KCNQ1 channel inhibition; P51787; CHO-K1 KCNQ1, FluxOR thallium flux fluorescence; active compounds read high; B-score at 10 µM; actives 1.3% (n = 310,000);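 active = compounds whose thallium flux B-score, printed positive for inhibition, exceeds three library SD while starting fluorescence stays within three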;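 also: channel opened by potassium depolarization with thallium stimulus after 20 min compound exposure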
# KCNK9 inh: human KCNK9 channel inhibition; Q9NPC2; actives 1.2% (n = 310,000); HEK293 KCNK9, FluxOR thallium flux fluorescence; active compounds read low; B-score at 10 µM;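 active = ratio B-score over 3 SD below the library mean, with starting fluorescence within 5 SD of its mean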;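 also: negative B-score means less thallium flux so channel inhibition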
# RGS4 pot: potentiators or activators of RGS4. actives 0.92% (n = 310,000). B-score at 10 µM. HEK293 M3R/inducible RGS4, carbachol calcium flux Fluo4; active compounds read low;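 active = B-score of the integrated calcium signal more than 4 SD below the library mean, with starting fluorescence not abnormally high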;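 also: negative B-score means reduced calcium response which marks RGS4 activation or potentiation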
#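 System: HEK293 FlpIn-TREx cells, stable M3R, doxycycline-inducible RGS4. Timing: overnight RGS4 induction, 30 min dye load 37 °C, 20 min compound RT. Also added: carbachol, ECmax concentration. Measured by: Fluo4 fluorescence kinetic imaging of calcium. Evaluation: integrated calcium ratio converted to B score.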
# HDAC3 inhib: human HDAC3 inhibition. AID 2718. O15379. actives 0.15% (n = 320,000). inhibition, % at 8.3 µM. recombinant HDAC3, fluorogenic peptide/trypsin coupled, fluorescence; in the data active = inhibition above about 26%, passing the limit was not always enough; inconclusive = no clear call, values can overlap the other calls
# The depositor's hits bear a star; i = inactive; ? = inconclusive; nt = no result given.
SMILES,GSK3A inh,KCNK3 inh,PolyA inhibitor,hERG protect,DYRK1A inh,KCNQ1 act,GSK3beta inhib,KCNQ1 inh,KCNK9 inh,RGS4 pot,HDAC3 inhib
Cc1cc(-n2c(C)cc(C(=O)CSc3nncn3C(C)C)c2C)no1,-1,i,i,-15,-4,i,-1,i,i,i,-3
Cc1ccc(NC(=O)C(=O)C2C(=O)Nc3ccccc32)cc1 (centres undefined),-1,i,i,0,-1,i,-1,i,i,i,4
C=CCN1C(=O)/C(=C2/Sc3ccc(OC)cc3N2CC)SC1=S,-1,i,i,-4,10,i,1,6*,i,i,-3
CSCC(C)N1CCC(CCC(=O)NC2CC2)CC1 (centres undefined),-1,i,i,-7,-2,i,0,i,i,i,-3
COc1cc(OC)cc(N2C(=O)CSCC2=O)c1,-1,i,i,-5,nt,i,2,i,i,i,0
COc1cc(CN2CCN(C(=O)c3cccc4ccccc34)CC2)cc(OC)c1O,-2,i,i,-10,-1,i,-5,i,i,i,-3
CN1C2CCC1CC(NS(=O)(=O)c1cccc(C(F)(F)F)c1)C2 (centres undefined),-2,i,i,-11,1,i,-1,i,i,i,?
O=S(=O)(c1ccccc1)N1CCN(CCc2ccccc2)CC1,-3,i,i,-3,-6,i,-1,i,i,i,-1
Cc1ccc2sc3ccc(NC(=O)c4ccccc4Cl)cc3c(=O)c2c1,1,i,i,-22,5,i,1,i,i,i,-5
O=C(COc1cccc(Cl)c1)N/N=C\c1cc2ccccc2nc1Cl,0,i,i,-4,4,i,4,i,i,i,-4
COc1cc(NC(=O)c2ccco2)c(C(=O)OCC(=O)c2c[nH]c3ccccc23)cc1OC,-1,i,i,-3,-2,i,2,i,i,i,8
CCN1CCN(C(=O)c2cc3cc4ccc(OC)cc4nc3s2)CC1,1,i,i,-10,15,i,1,i,i,i,-49
c1ccc(-c2nnc(NC3=NCCC3)o2)cc1,1,i,i,-12,5,i,-3,i,i,i,-2
Cc1cc(C)cc(NC(=O)COC(=O)COc2cccc3c2OC(C)(C)C3)c1,0,i,i,-16,16,i,-1,i,i,i,5
CCOc1ccccc1CN1C(=O)NC(C)(c2ccccc2)C1=O (centres undefined),1,i,i,-9,4,i,0,i,i,i,-1
CCCCCn1c(CCC(=O)Oc2ccccc2OC)nc2c1c(=O)[nH]c(=O)n2CCCC,-3,i,i,-9,-1,i,2,i,i,i,-2
CS(=O)(=O)N1CCC(C(=O)NCc2ccc(F)cc2Cl)CC1,-7,i,i,-1,nt,i,2,i,i,i,0
Cc1cc(Cl)ccc1OC(C)C(=O)NCCCCc1ccccc1 (centres undefined),2,i,i,-7,-7,i,2,i,i,i,17
COC(=O)c1sc2nc(-c3ccco3)ccc2c1N,3,i,i,-12,2,i,4,i,i,i,16
COc1ccc(-c2[nH]ncc2CN(C)Cc2nonc2C)c(OC)c1,-1,i,i,-8,1,i,-6,i,i,i,0
COc1ccc(N2CC(O)=C(c3nc(-c4ccc(Br)cc4)cs3)C2=N)cc1,-1,i,i,-3,-6,i,-4,i,i,i,-1
CN(/N=C/C=C/c1ccccc1)c1cc(=O)n(C)c(=O)[nH]1,0,i,i,-4,-7,i,-1,i,i,i,4
Cn1c(SCc2ccc(Br)cc2)nnc1-c1ccccn1,0,i,i,-10,nt,i,-2,i,i,i,4
CC(C)Oc1ccc(OCCNC2CCCC2)cc1,-2,i,i,-16,7,i,2,i,i,i,1
CSc1ccc(S(=O)(=O)N2CCN(Cc3ccc4c(c3)OCO4)CC2)cc1,1,i,i,-7,-16,i,2,i,i,-9.9*,-1
c1ccc(-c2nnsc2Sc2ccccn2)cc1,0,i,i,-3,21,i,1,i,i,i,5
COc1ccccc1N1CCN(S(=O)(=O)c2ccc3c(c2)CC(C)N3C(C)=O)CC1 (centres undefined),4,i,i,-11,4,i,2,i,i,i,4
COc1cc(C(=O)Nc2ccc(S(=O)(=O)N3CCOCC3)cc2)c([N+](=O)[O-])cc1OC,-1,i,i,-4,-6,i,2,i,i,i,1
COc1ccc(Cc2nnc(N/N=C/c3ccc(O)cc3O)[nH]c2=O)cc1OC,0,i,i,-4,-4,i,3,i,i,i,16
Cc1cc(Cl)ccc1OCC(=O)NNC(=O)C1CSC2(C)CCC(=O)N12 (centres undefined),0,i,i,-19,-4,i,-3,i,i,i,1
Cc1nn(-c2ccccn2)c2nc(-c3cccs3)cc(C(=O)NCc3ccco3)c12,0,i,i,-28,5,i,1,i,i,i,-35
S=C(NC1CC1)NC1CCCc2ccccc21 (centres undefined),-1,i,i,-23,3,i,1,i,i,i,-2
Cc1c(-n2cc(C(=O)c3cc(Cl)ccc3O)cc(C#N)c2=O)c(=O)n(-c2ccccc2)n1C,4,i,i,-13,-4,i,0,i,i,i,2
CCOC(=O)C1(Cc2cccc(OC)c2)CCN(Cc2ccon2)CC1,-1,i,i,-10,-3,i,2,i,i,i,nt
Cc1ccc(CCN2CCN=C2N(C)C)cc1,1,i,i,-7,1,i,-10,i,i,i,1
CCOc1ccc(S(=O)(=O)Nc2cc(OC)ccc2OC)cc1,-4,i,i,-10,-9,i,1,i,i,i,4
C=CCn1cccc(C(=O)Nc2ccc(N(C)C)cc2)c1=O,-1,i,i,-5,1,i,5,i,i,i,-2
Cc1ccc(CN2CCN(C3CCOCC3)CC2CCO)cc1 (centres undefined),0,i,i,-4,0,i,3,i,i,i,-9
CC(=O)Nc1ccc(NC(=O)CSc2nnc(NC(=O)c3cccc(F)c3)s2)cc1,0,i,nt,-4,nt,i,0,i,i,i,-3
Cc1cc(-c2ccccc2)n(-c2ccccc2)n1,0,i,i,-7,2,i,2,i,i,i,-9
CC1CC(Nc2cccc(O)c2)=CC(=O)O1 (centres undefined),2,i,i,-7,45,i,9,i,i,i,4
N=c1c(S(=O)(=O)c2ccccc2)cc2c(=O)n3ccccc3nc2n1C1CCCC1,1,i,i,-4,6,i,-1,i,i,i,-3
O=C/C(=C\Nc1ccc(Cl)cn1)c1nc2cc(Cl)ccc2o1,1,i,i,-6,-2,i,4,i,i,i,-1
CCN(CC(=O)NCc1ccc(Cl)cc1)C(=O)CCOc1ccc(C)cc1,-2,i,i,-8,2,i,5,i,i,i,-3
O=c1[nH]c(-c2ccc(Cl)cc2)nc2c1cnn2-c1ccccc1,nt,nt,i,-7,nt,i,-1,i,i,i,nt

# Complete entries as entered above.
# Listed for CCN(CC(=O)NCc1ccc(Cl)cc1)C(=O)CCOc1ccc(C)cc1 = GSK3A inh = -2; KCNK3 inh = i; PolyA inhibitor = i; hERG protect = -8; DYRK1A inh = 2; KCNQ1 act = i; GSK3beta inhib = 5; KCNQ1 inh = i; KCNK9 inh = i; RGS4 pot = i; HDAC3 inhib = -3
# Listed for Cc1ccc(CN2CCN(C3CCOCC3)CC2CCO)cc1 (centres undefined) = GSK3A inh = 0; KCNK3 inh = i; PolyA inhibitor = i; hERG protect = -4; DYRK1A inh = 0; KCNQ1 act = i; GSK3beta inhib = 3; KCNQ1 inh = i; KCNK9 inh = i; RGS4 pot = i; HDAC3 inhib = -9
# Listed for CCOc1ccc(S(=O)(=O)Nc2cc(OC)ccc2OC)cc1 = GSK3A inh = -4; KCNK3 inh = i; PolyA inhibitor = i; hERG protect = -10; DYRK1A inh = -9; KCNQ1 act = i; GSK3beta inhib = 1; KCNQ1 inh = i; KCNK9 inh = i; RGS4 pot = i; HDAC3 inhib = 4

# More entries.
SMILES,GSK3A inh,KCNK3 inh,PolyA inhibitor,hERG protect,DYRK1A inh,KCNQ1 act,GSK3beta inhib,KCNQ1 inh,KCNK9 inh,RGS4 pot,HDAC3 inhib
COc1cccc(/C=N/NC(=O)C(=O)N2CCCCCC2)c1OC,1,i,i,-8,-1,i,-1,i,i,i,-1
Cc1cccc(N(C(=O)Cn2nnc(-c3ccc(F)cc3)n2)C(C(=O)NC(C)(C)C)c2ccncc2)c1 (centres undefined),-3,i,i,-3,4,i,2,i,i,i,-7
CCOc1ccc(NC(=O)COc2nsnc2N2CCOCC2)cc1,-2,i,i,-7,-5,i,1,i,i,i,nt
COC(=O)C1=C(C)NC(=O)/C1=C\c1cccs1,-4,i,i,-10,5,i,4,i,i,i,15
CCOc1ccc(S(=O)(=O)N2CCCCCC2)cc1,5,i,i,-18,2,i,1,i,i,i,-6
O=C(Cn1nc(C(F)(F)F)c2c1CCC2)NC1CCCCC1,-1,i,i,-8,2,i,-2,i,i,i,-10
CCOC(=O)C1CCN(C(=O)Nc2ccc(C)c(Cl)c2)CC1,0,i,i,1,-2,i,-2,i,i,i,-4
CCNC(=O)N1C(CC(=O)OCC)C(=O)NC2CCCCC21 (centres undefined),-2,i,i,-5,5,i,4,i,i,i,3
CNC(=O)CSc1nnc(C(C)C)n1C,-1,i,i,-4,-1,i,-2,i,i,i,-3
O=C(/C=C/c1ccc(F)cc1)N1CCN(c2ccccn2)CC1,nt,i,i,-3,0,i,0,i,i,i,7
N#Cc1c(NC(=O)CSc2nc(N)cc(=O)[nH]2)sc2c1CCCCCC2,-9,i,i,-10,1,i,-2,i,i,i,-4
Cc1ccc(NC(=O)CN(C)S(=O)(=O)c2cccc3cccnc23)cc1,-1,i,i,-6,2,i,0,i,i,i,0
CC(C)OC(=O)c1c(N)n(CCCN2CCOCC2)c2nc3ccccc3nc12,2,i,i,-3,2,i,0,i,i,i,-65
Cc1ccc(N2CC(C(=O)N3CCC4(CC3)CC(=O)c3ccccc3O4)CC2=O)cc1C (centres undefined),-3,i,i,-12,1,i,2,i,i,i,4
COC(=O)c1cccc(NC(=O)CN2CCc3ccccc3C2)c1,0,i,i,-7,6,i,5,i,i,i,-1
COc1ccccc1CN1C(=NC(=O)CCC2CCCC2)SC2CS(=O)(=O)CC21 (centres undefined),-1,i,i,-11,nt,i,-1,i,i,i,8

# Fetched by structure from above (two):
SMILES,GSK3A inh,KCNK3 inh,PolyA inhibitor,hERG protect,DYRK1A inh,KCNQ1 act,GSK3beta inhib,KCNQ1 inh,KCNK9 inh,RGS4 pot,HDAC3 inhib
Cc1cc(Cl)ccc1OC(C)C(=O)NCCCCc1ccccc1 (centres undefined),2,i,i,-7,-7,i,2,i,i,i,17
COc1cccc(/C=N/NC(=O)C(=O)N2CCCCCC2)c1OC,1,i,i,-8,-1,i,-1,i,i,i,-1

# Not all compounds are listed; count on the stated rates, not on these rows.
